# Screens as filed in PubChem.
# TrxR1 inh: blocks rat thioredoxin reductase 1. O89049. recombinant rTrxR1, NADPH fluorescence consumption, selenite substrate. Potency, µM (doses to about 114 µM), inactives show at the top dose activity change, negative = inhibition, most hits filed as inhibitors. 390,000 tested, 1% active; note: potency is the fitted concentration of half-maximal effect; % is set by controls: 0 for no effect and ±100 for the full control effect; nearly all actives have a fitted effect of over 65% in size
#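 Rat TrxR1 (90 nM in the dispensed reagent) was pre-reduced with 400 uM NADPH for 5 min at room temperature, then incubated with compound for 15 min. After 400 uM selenite was added, NADPH fluorescence (Ex 340/Em 450 nm) was followed for 8 min.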
# PI4K2A block: PI4K2A (human) kinase inhibition; Q9BTU6; purified PI4K2A, ADP-Glo luminescence, 1 h; hits give low values; activity change, negative = inhibition, % at 76.9 µM; 420,000 tested, 0.13% active; in the data active = activity change below about -50%; inconclusive = mostly about -30% to -49%;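 note: -100% = wells without enzyme as full effect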
#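 In this quantitative HTS, ADP production by PI4K2A was quantified luminescently after 1 h at ambient temperature; 100 microM adenosine served as plate-quality control.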
# HP1b chromo inh: blocks HP1-beta chromodomain binding to methylated histone tails | AID 540317 | AlphaScreen HP1-beta / biotin-H3K9me3 peptide binding | P83916 | Potency, µM (series often up to 114 µM), without a hit: top-dose activity change, negative = inhibition, hits mostly inhibitors | 390,000 tested, 0.56% active; note: potency is the fitted concentration of half-maximal effect; nearly all actives have a fitted effect of over 70% in size; inactives centre near 23
# Target sequence (P83916 whole entry, looked up): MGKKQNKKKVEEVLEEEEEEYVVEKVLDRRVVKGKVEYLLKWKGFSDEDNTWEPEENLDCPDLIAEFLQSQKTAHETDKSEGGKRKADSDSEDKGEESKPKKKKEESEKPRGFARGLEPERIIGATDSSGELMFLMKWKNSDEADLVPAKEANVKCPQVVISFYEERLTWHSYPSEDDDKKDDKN
#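 HP1-beta protein (50 nM final) preincubated 30 min at room temperature with biotinylated H3(1-18)K9me3 peptide (50 nM) in PBS pH 7.4, 0.01% Tween-20, then compound added for 30 min. AlphaScreen streptavidin donor/nickel chelate acceptor beads (10 ug/mL final), 30 min dark, luminescence read.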
# mIDH1 inhibitor: blocks human mutant IDH1 R132H enzyme. 390,000 tested, 0.093% active. Potency, µM (top dose mostly 76.6 µM), without a hit: top-dose activity change, negative = inhibition, actives largely listed as inhibitors. O75874. IDH1-R132H enzyme, NADPH consumption, diaphorase/resazurin fluorescence. AID 602179; note: potency is the fitted concentration of half-maximal effect; % is set by controls: 0 for no effect and ±100 for the full control effect; nearly all actives have a fitted effect of over 65% in size
#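 IDH1-R132H (0.5 ug/mL) preincubated 30 min with compound, then NADPH (0.016 mM) and alpha-KG (2 mM) added; 80 min at RT, pH 7.5. Remaining NADPH coupled via diaphorase/resazurin to fluorescence (540/590 nm); concentration-response curves normalized to no-enzyme control.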
# Pin1 inh: human Pin1 inhibition | Q13526 | Pin1 FP peptide displacement, HiFluor488, 10 min | Potency, µM (highest dose often 115 µM), for inactives: at the top dose activity, negative = inhibition, hits mostly inhibitors | 390,000 tested, 0.009% active; active = well fitted inhibition curve with a large enough effect in the polarisation, with a control signal flat, not every such curve was filed as active; inconclusive = small, poorly fitted or top-dose-only effect, or effect the other way, or a change in a side signal; inactive = no such curve, though single readings can be large or run the other way; the % refers to the polarisation; note: potency is the fitted concentration of half-maximal effect; % is set by controls: 0 for no effect and ±100 for the full control effect
# Target sequence (Q13526 whole entry, looked up): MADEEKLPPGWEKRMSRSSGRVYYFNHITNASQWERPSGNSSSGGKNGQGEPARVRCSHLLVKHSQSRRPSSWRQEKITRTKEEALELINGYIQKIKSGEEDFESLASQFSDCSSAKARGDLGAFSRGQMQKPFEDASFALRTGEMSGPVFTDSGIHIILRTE
# TrxR1 substrate: is turned over as a substrate by rat TrxR1; purified TrxR1 substrate turnover, NADPH consumption readout; 390,000 tested, 0.01% active; Potency, µM (doses to about 114 µM), inactives show at the top dose activity change, negative = substrate turnover; note: potency is the fitted concentration of half-maximal effect; % is set by controls: 0 for no effect and ±100 for the full control effect; nearly all actives have a fitted effect of over 50% in size
#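 Rat TrxR1, dispensed at 90 nM, was prereduced with 400 uM NADPH (final) for 5 min at ~22 deg C, then incubated with compound 15 min before 400 uM selenite. A first-read NADPH fluorescence drop versus no-compound background flagged substrates.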
# USP1 inh: inhibitors of human USP1/UAF1 deubiquitinase; O94782; recombinant USP1/UAF1, Ub-Rhodamine cleavage fluorescence; Potency, µM (highest dose often 57.1 µM), without a hit: at the highest dose activity change, negative = inhibition, usual class: inhibitors; 390,000 tested, 0.23% active; note: potency is the fitted concentration of half-maximal effect; % is set by controls: 0 for no effect and ±100 for the full control effect; nearly all actives have a fitted effect of over 60% in size; inactives centre near -12
#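 1 nM enzyme complex + cpd, 15 min RT; start with Ub-Rho 150nM final; kinetic fluorescence ex 480/em 540, 6 reads q60 s. Buffer 50mM HEPES pH 7.8, 0.5mM EDTA, 0.1 mg/ml BSA, 1mM TCEP, 0.01% Tween-20.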
# GLS inhibitor: blocks human kidney-isoform glutaminase activity; O94925; GLS enzymatic activity, qHTS titration; Potency, µM (highest dose often 45.5 µM), for inactives: at the highest dose activity change, negative = inhibition, most hits filed as inhibitors; 410,000 tested, 0.21% active; note: potency is the fitted concentration of half-maximal effect; % is set by controls: 0 for no effect and ±100 for the full control effect
# Target sequence (O94925 whole entry, looked up, canonical isoform): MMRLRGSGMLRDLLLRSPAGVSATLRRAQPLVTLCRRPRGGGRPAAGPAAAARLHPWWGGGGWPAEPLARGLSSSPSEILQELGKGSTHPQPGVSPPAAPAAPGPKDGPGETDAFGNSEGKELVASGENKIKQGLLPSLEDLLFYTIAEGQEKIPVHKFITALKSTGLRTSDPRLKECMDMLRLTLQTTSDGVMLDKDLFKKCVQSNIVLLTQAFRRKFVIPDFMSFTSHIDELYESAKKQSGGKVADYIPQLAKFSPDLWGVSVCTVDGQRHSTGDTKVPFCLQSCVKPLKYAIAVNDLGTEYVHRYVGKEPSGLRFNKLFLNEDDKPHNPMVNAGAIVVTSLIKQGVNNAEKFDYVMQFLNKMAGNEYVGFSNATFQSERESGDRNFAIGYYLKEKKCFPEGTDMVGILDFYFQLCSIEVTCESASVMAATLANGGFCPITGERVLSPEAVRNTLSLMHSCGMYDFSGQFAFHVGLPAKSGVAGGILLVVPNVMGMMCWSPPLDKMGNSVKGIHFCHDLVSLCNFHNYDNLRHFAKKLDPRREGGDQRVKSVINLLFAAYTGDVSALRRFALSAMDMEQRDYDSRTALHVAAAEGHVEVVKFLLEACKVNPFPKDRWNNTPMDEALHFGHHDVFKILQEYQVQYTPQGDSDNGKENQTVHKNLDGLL
#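 Human kidney-isoform GLS in 45 mM KH2PO4 pH 8.2, 0.02% Tween-20, with compound, started with 1mM L-Glutamine (added stock). Glutamate oxidase/HRP/Amplex red coupled fluorescence read at start and after 30 min at RT.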
# PGK inhibitor: blocks T. brucei phosphoglycerate kinase. P07378. PGK/GAPDH coupled, Kinase-Glo luminescence, 60 min. Potency, µM (series often up to 57.5 µM), inactives show top-dose activity change, negative = inhibition, most hits filed as inhibitors. 380,000 tested, 0.043% active. AID 602233; note: potency is the fitted concentration of half-maximal effect; % is set by controls: 0 for no effect and ±100 for the full control effect; nearly all actives have a fitted effect of over 60% in size
#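 Luminescent ATP detection (Kinase-Glo Plus) follows a 60-minute room-temperature incubation, with wells lacking PGK as controls. Buffer: 100 mM TEA (pH 7.6), 5 mM MgCl2, 0.01% Tween-20. Coupling enzyme GAPDH (100 nM final) supplies unstable 1,3-BPG in-well.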
# * marks the source's active call; other numbers are inactive results; i = inactive; ? = inconclusive; / = not tested or not shown; & = joins results of further samples; [ ] = remark or other dose. Unless noted, calls come from the whole dose curve; as a rule, active = well fitted curve in the direction sought with a large enough effect; inconclusive = small, poorly fitted or top-dose-only effect, or another doubt; inactive = no such curve, though single readings can be large; an effect the other way counts as inactive or inconclusive. Some of the compounds tested (hit frequency here may not be typical).
SMILES,TrxR1 inh,PI4K2A block,HP1b chromo inh,mIDH1 inhibitor,Pin1 inh,TrxR1 substrate,USP1 inh,GLS inhibitor,PGK inhibitor
O=C(NCc1ccccn1)C(=O)NN=C1CCCCCCCCCCC1,0.7%,-1.8,35.2%,-4.0%,2.1%,-3.6%,-19.5%,0.0%,11.8%
COc1ccc(CN(CCO)CCO)cc1[N+](=O)[O-],6.7%,-0.5,12.3%,-10.3%,-5.2%,9.4%,-7.3%,6.6%,9.7%
COc1ccccc1N1CCN(C(=O)c2ccc(S(=O)(=O)N3CCCCCC3)cc2)CC1,-7.4%,-7.6,2.5%,2.1%,4.4%,3.9%[57.1 µM],-8.9%,9.5%,-8.4%
Cc1cc(Nc2cc(Cl)ccc2C)n2nc(Cc3ccccc3)nc2n1,16.6%,2.0,35.1%,0.0%,-12.4%,0.5%,-24.1%,-1.4%,7.6%
CC(C)OC(=O)C1C2C=CC3(CN(CC4CCCO4)C(=O)C13)O2 (configuration not stated),-12.3%,5.8,48.0%[activator],-2.8%,-20.2%,-2.9%,-2.0%,15.2%,8.8%
COn1c(=O)c(-c2cccc(Br)c2)[n+]([O-])c2ccccc21,5.3%,-2.7,38.8%,8.5%,-1.4%,3.8%,-11.1%,-6.6%,0.3%
NNc1nc2sc3c(c2c(=O)[nH]1)CCc1ccccc1-3,-10.8%,4.3,-9.3%,-0.2%,?,-1.6%,-8.2%,23.7%,-6.1%
Cc1cccc(C(=O)Nc2ccc(S(=O)(=O)N(Cc3ccccc3)c3ccccc3)cc2)c1,34.7%,3.6,22.9%,-7.6%,22.6%,3.2%,?,-5.1%,-9.0%
COc1cc(NC(=O)c2cc(-c3ccc(C)cc3)on2)cc(OC)c1OC,37.0%[activator],-2.3,46.3%[activator],-2.6%,8.3%,7.1%,-23.0%,-7.2%,-1.6%
O=S(=O)(c1ccc(F)c(F)c1F)N1CCN(C(=S)Nc2ccccc2)CC1,2.2%[57.1 µM],5.6,28.6%,-2.4%,3.8%,2.7%[57.1 µM],0.9%,2.0%,1.1%
CCOC(=O)c1cnc(-n2nc(C)cc2C)nc1NC1CCCCC1,4.2%,-2.3,37.2%[activator],-1.4%,-6.8%,13.0%,-4.5%,-1.2%,i
O=C(NCc1ccccn1)C1CCCN(S(=O)(=O)c2ccccc2)C1 (configuration not stated),7.0%,-5.5,47.7%[activator],2.0%,-1.7%,-6.5%,-23.6%,1.6%,-3.5%
COC(=O)[C@H](CC(C)C)N(Cc1ccccc1)S(=O)(=O)N(Cc1ccccc1)[C@@H](CC(C)C)C(=O)OC,-8.1%&20.0%,3.7,50.9%[activator],3.1%[38.3 µM],3.8%,-8.8%&1.9%,-23.3%,-7.2%,-1.3%
O=C(c1ccc(Cl)cc1)C1CCCN(Cc2cnn(-c3ccccc3)c2)C1 (configuration not stated),-2.0%[57.1 µM],-2.9,-0.9%,2.3%,1.6%,-9.7%,-12.1%,0.8%,2.8%
CCN(CC)S(=O)(=O)c1cc(OC)c(C)cc1C,4.9%[57.1 µM],5.3,3.5%,6.7%,-5.6%,2.8%[57.1 µM],-20.9%,5.1%,-10.2%
CS(=O)(=O)c1cccc(-c2nnc(NC(=O)c3ccc4c(c3)OCCO4)o2)c1,3.8%[57.1 µM],-0.3,22.4%[57 µM],-15.2%,-4.5%,-5.7%[57.1 µM],2.5%,-4.1%,1.4%
Cc1cc(C(=O)COc2ccc(-c3nnco3)cc2)c(C)n1Cc1ccccc1,59.8%[57.1 µM],5.1,-9.6%,4.5%,46.3%[activator],278.3%[activator],-18.3%,-0.1%,3.1%
COc1cc(C(=O)Nc2ccc3c(c2)OCO3)ccc1OCc1c(C)noc1C,10.9%,-1.6,4.4%,29.0%,1.8%,2.0%,-16.0%,5.6%,-7.3%
O=C(NCc1ccccc1)C1CCCN(S(=O)(=O)c2cccnc2)C1 (configuration not stated),-1.4%,1.0,66.3%[activator],5.7%,-5.3%,4.2%,-11.6%,-1.0%,-7.6%
Cc1noc(C)c1C(=O)N(CC(=O)Nc1ccccc1Br)Cc1ccco1,-15.0%,7.4,2.9%,-1.2%,-3.8%,-7.6%,-17.4%,0.4%,-3.7%
Cc1cc(O)ccc1NC(=O)c1ccccc1,16.9%,-3.0,22.3%,0.0%,1.9%,7.0%,-6.1%,4.0%,/
N#Cc1ccc(NC(=O)c2cc(-c3cccc(Cl)c3)on2)cc1,30.4%,1.2,-6.9%,-5.3%,-5.5%,10.9%,-9.0%,-3.1%,-1.5%
Cc1cc(=O)oc2cc(NC(=O)C(CCCN=C(N)N)NC(=O)OCc3ccccc3)ccc12 (configuration not stated),0.1%,-0.5,13.0%,-3.4%,-3.2%,34.3%,-27.0%,-1.6%,i
Cc1cc(C)c(NC(=O)Cc2ccc(-n3cccc3)cc2)c(C)c1,7.6%,-3.2,9.1%,-3.3%,15.5%,-3.6%,-18.9%,2.8%,1.8%
CCOC(=O)c1c(NC(=O)Cn2nc(C(F)(F)F)cc2C)sc2c1CCC2,-4.2%,-5.5,36.2%,6.6%,14.1%,-8.8%,?,-5.5%,i

# (further entries)
SMILES,TrxR1 inh,PI4K2A block,HP1b chromo inh,mIDH1 inhibitor,Pin1 inh,TrxR1 substrate,USP1 inh,GLS inhibitor,PGK inhibitor
O=C(N/N=C/c1ccc2c(c1)OCO2)c1cccc(NC(=O)c2ccccc2Cl)c1,1.5%,-19.8,-2.4%,0.8%,4.2%,7.1%,-2.4%,2.6%,i
Cc1cccc(-c2nnc(-c3ccc(N)cc3)o2)c1,-0.6%,-1.3,43.9%[activator],7.0%,-0.9%,82.9%[activator],-14.1%,18.6%,-1.1%
O=C(NC(NC1CCS(=O)(=O)C1)C(Cl)(Cl)Cl)c1cccc(Cl)c1 (configuration not stated),17.7%,2.9,9.4%,13.4%,-1.8%,-5.7%,-3.0%,2.2%,-6.0%
COCCCC1CCN(C(=O)C2CCC(=O)N(Cc3ccccc3F)C2)CC1 (configuration not stated),-13.3%,-4.5,39.7%[activator],5.3%,1.8%,-6.5%,-14.2%,-1.7%,-9.9%
CS(=O)(=O)c1ccc(Cl)c(NC(=O)CCN2C(=O)NC3(CCCC3)C2=O)c1,8.7%,0.3,4.7%,0.8%,6.8%,4.5%,-30.8%,1.1%,1.8%
COc1ccc(OC)c(-n2c(C)ccc2-c2ccc(S(C)(=O)=O)cc2)c1,-1.3%[57.1 µM],-4.0,-10.8%,14.4%,9.1%,63.8%,-22.1%,1.3%,-4.6%
O=C(COC(=O)c1ccc([N+](=O)[O-])s1)NCc1ccc(F)cc1,-22.9%[57.1 µM],2.8,34.5%,3.9%,-12.8%,-0.4%[57.1 µM],?,-5.8%,-7.6%
Cn1c(N=Nc2ccccc2)nc2ccccc21,-16.2%,-87.3*,?,20.5%,-2.9%,-12.8%,-23.8%,3.8%,?
CCCn1c(=O)c(F)cn(Cc2ccc(OC)c([N+](=O)[O-])c2)c1=O,-4.8%,0.6,8.8%,15.9%,3.9%,-2.8%,0.3%,-8.8%,-11.4%
Cc1nn(-c2ccccc2)c(C)c1/C=N/NC(=O)CSc1nc2ccccc2c(=O)n1-c1ccccc1,-5.0%,-0.2,24.8%,3.2%,-0.1%,-12.9%,3.2%,13.6%,-4.8%
Cc1ccccc1CS(=O)(=O)Cc1ccc(C(=O)N2CCOCC2)o1,1.8%,2.3,18.3%,-2.8%,-0.7%,2.6%,-17.0%,-8.4%,-9.3%
O=C(N=C1SC2CS(=O)(=O)CC2N1c1cccc(Cl)c1Cl)C1CC1 (configuration not stated),9.2%,-3.1,27.3%,-7.7%,2.8%,3.3%,-6.5%,1.1%,-8.1%
NC(=O)C1CCN(C(=O)CCC(=O)N2CCOc3ccc(Cl)cc32)CC1,11.3%,6.4,34.0%,6.7%,-3.9%,9.5%[57.1 µM],-19.0%,-9.8%,-2.1%
COC(=O)c1cccc(CSC(=S)N2CCCC2)c1,32.3%,0.8,154.8%[activator],11.5%,0.0%,5.8%,-15.5%,-9.1%,-0.2%
C=CCSc1nnc(NC(=O)CSc2nc(CCC)cc(=O)[nH]2)s1,7.0%[57.1 µM],5.1,28.9%,-0.2%,5.5%,-7.9%,-2.9%,1.3%,3.8%
CCOc1ccc(C2=C/C(=C/c3cccnc3)C(=O)O2)cc1,7.3%[57.1 µM],-2.7,78.4%[activator],-0.5%,42.6%[activator],14.1%[57.1 µM],-13.3%,-2.8%,-0.3%
C=Cc1ccc(Cn2c(C(=O)O)c(CNCc3ccc(F)cc3)c3ccc(C)cc32)cc1,27.1%,3.6,3.9%,-10.2%,?,-2.8%,-17.4%,5.9%,1.9%
CC(CCc1ccccc1)NC(=O)Cn1ncc2c3ccccc3n(Cc3ccccc3)c2c1=O (configuration not stated),4.5%,0.3,25.5%,2.8%,-3.2%,-1.4%,-23.8%,6.2%,-2.8%

# Structures above that have an NH in an aromatic ring, in the order listed:
SMILES,TrxR1 inh,PI4K2A block,HP1b chromo inh,mIDH1 inhibitor,Pin1 inh,TrxR1 substrate,USP1 inh,GLS inhibitor,PGK inhibitor
NNc1nc2sc3c(c2c(=O)[nH]1)CCc1ccccc1-3,-10.8%,4.3,-9.3%,-0.2%,?,-1.6%,-8.2%,23.7%,-6.1%
C=CCSc1nnc(NC(=O)CSc2nc(CCC)cc(=O)[nH]2)s1,7.0%[57.1 µM],5.1,28.9%,-0.2%,5.5%,-7.9%,-2.9%,1.3%,3.8%
